Source: PubChem
MC4R barr agon: human MC4R agonism via beta-arrestin; U2OS MC4R beta-arrestin complementation, luminescence; percent of melanotan II response, DMSO zero; actives 0.98% (n = 360,000); activation, % at 8.9 µM;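 active = activation above a per-plate cutoff, the mean activation of sample wells on that plate plus 3 SD, cut at about 8% in these data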
Target sequence (P32245 whole entry, looked up): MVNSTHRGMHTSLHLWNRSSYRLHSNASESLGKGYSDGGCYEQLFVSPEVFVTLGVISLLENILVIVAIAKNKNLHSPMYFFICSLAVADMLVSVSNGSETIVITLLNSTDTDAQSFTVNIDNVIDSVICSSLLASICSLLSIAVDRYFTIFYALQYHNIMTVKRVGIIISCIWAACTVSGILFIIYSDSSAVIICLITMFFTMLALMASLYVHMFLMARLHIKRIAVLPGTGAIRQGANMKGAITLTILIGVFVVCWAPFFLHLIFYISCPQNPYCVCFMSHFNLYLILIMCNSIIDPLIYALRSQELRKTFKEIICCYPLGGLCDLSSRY
CaV13 FRET inh: Primary screen for inhibitors of IQ motif and Ca2+-dependent inactivation inhibitor domain binding in CACNA1D, Förster resonance energy transfer in living cells, … | HEK cells, CFP/YFP FRET ICDI-IQ, plate reader, 10 min; percent FRET-ratio fall versus neutral wells | inhibition, % at 12.3 µM | actives 0.098% (n = 340,000) | AID 743397;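 active = mean replicate inhibition of at least 30% and at least 1% of replicates passing that level; inconclusive = only one of the two criteria is met; inactive = neither criterion is met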;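 note: 0% = median of the neutral control wells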
Cardio protect: modulators protecting cardiomyocytes from myocardial damage. H9c2 cardiomyocytes, H2O2 injury protection, ATPLite, 2 h. protection from H2O2 cell death, % at 20 µM. actives 0.63% (n = 360,000). AID 588492;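 active = compounds giving at least 50% protection of heart cells from peroxide-induced death in the single-dose screen, raw or plate-pattern-corrected value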;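 note: 0% = DMSO wells with peroxide and 100% = DMSO wells without peroxide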
ABCB6 inh 2: inhibitors of human ABC transporter ABCB6; Q9NP58; K562-ABCB6 porphyrin accumulation, flow cytometry, 1 h; hits give low values; fluorescence ratio to DMSO, % at 10 µM; actives 0.19% (n = 360,000); AID 602162;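 active = fluorescence ratio to DMSO below 75%, the collection mean minus 3 SD; inconclusive = too few cells collected in the well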;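 note: signal is porphyrin accumulated inside mitochondria; 100% equals median channel fluorescence of DMSO control wells; lower ratio means ABCB6 inhibition with less porphyrin fluorescence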
N-glyco inh: N-linked glycosylation inhibition; D54 ERlucT glycosylation luciferase reporter, 24 h; percent of 100 nM tunicamycin response; reporter increase, % at 12.5 µM; actives 0.23% (n = 360,000);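 active = mean luciferase reporter signal, scaled so untreated is 0 and the glycosylation-blocking control 100, at or above a set limit in every replicate; inconclusive = mean reaches the limit but not every replicate does; inactive = mean below the limit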;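 note: luciferase carries N-glycosylation sites so blocking glycosylation raises the light; 0% = median of neutral control wells and 100% = median of 100 nM tunicamycin wells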
m5-HT2A agonist: activates the mouse 5-HT2A serotonin receptor | P35363 | CHO-K1 mHTR2A beta-arrestin complementation, luminescence; percent of 30 µM serotonin response | activation, % at 7.6 µM | actives 0.66% (n = 360,000);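 active = activation above a run cutoff, the mean activation of all tested compounds plus 3 SD, cut at about 14% in these data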;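 note: 0% = plate median of compound wells and 100% = 30 µM serotonin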
PDI turbidity: blocks human protein disulfide isomerase activity | PDI insulin aggregation turbidity, A650, 90 min | P07237 | inhibition, % at 10 µM | actives 0.052% (n = 350,000);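 active = mean inhibition across replicates of 30% or more, whatever share of single replicates reach that level; inconclusive = mean inhibition below 30% while every single replicate reaches 30%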;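 note: absorbance from insulin aggregation driven by PDI reduction with DTT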
Target sequence (P07237 whole entry, looked up): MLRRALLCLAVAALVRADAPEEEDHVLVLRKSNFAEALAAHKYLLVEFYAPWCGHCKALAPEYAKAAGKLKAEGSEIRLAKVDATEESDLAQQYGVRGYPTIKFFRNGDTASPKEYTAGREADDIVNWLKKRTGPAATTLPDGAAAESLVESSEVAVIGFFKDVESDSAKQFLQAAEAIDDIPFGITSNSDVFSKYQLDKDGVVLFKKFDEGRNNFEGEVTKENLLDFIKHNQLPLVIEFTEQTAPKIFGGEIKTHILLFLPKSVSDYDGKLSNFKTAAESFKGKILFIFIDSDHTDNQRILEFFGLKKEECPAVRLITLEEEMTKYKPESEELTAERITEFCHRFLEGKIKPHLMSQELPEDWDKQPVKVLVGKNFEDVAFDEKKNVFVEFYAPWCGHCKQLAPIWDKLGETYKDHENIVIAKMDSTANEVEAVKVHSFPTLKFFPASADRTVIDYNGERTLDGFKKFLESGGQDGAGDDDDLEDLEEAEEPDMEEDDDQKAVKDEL
MC4R antagonist: blocks human MC4R cAMP signaling | MC4R-expressing cells, MTII-stimulated cAMP, LANCE TR-FRET | inhibition, % at 6.5 µM | actives 0.48% (n = 360,000);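 active = inhibition above its plate's cutoff, the mean of tested wells on that plate plus 3 SD, cut at about 29% in these data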;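 note: 0% = Melanotan II alone and 100% = Melanotan II plus saturating MCL0020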
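Material – human MC4R-expressing U2OS cells · Repeats – no replicates · Detection – TR-FRET with Eu-cAMP and labeled anti-cAMP, 671 nm · Times – compound 30 min, challenge 1 h, detection 1 h · Compound – single nominal compound dose of 6.5 µM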
ABHD5 PLIN5 PPI: ABHD5-PLIN5 protein interaction inhibition; inhibition, % at 4 µM; actives 0.78% (n = 360,000); Split G. princeps luciferase complementation, luminescence, 4 h; AID 602281;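 active = inhibition above the mean inhibition across every tested compound plus 3 SD, cut at about 22% in these data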;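 note: 0% = DMSO only wells and the 100% control is not disclosed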
Granule exo inh: blocks lytic granule exocytosis; TALL-104 LAMP-1 surface exposure, flow cytometry; cells stimulated with thapsigargin and PMA; inhibition, % at 10 µM; actives 0.66% (n = 360,000); AID 651702;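 active = inhibition above about 55%, limit read from the data; inconclusive = no clear call, values can overlap the other calls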
* hit, by the source's call; ? = inconclusive; . = not tested or not shown. Not a hit list; overall some 4.2% were active at least once.

Sequence of screens: CaV13 FRET inh	m5-HT2A agonist	ABHD5 PLIN5 PPI	MC4R barr agon	PDI turbidity	Granule exo inh	ABCB6 inh 2	Cardio protect	MC4R antagonist	N-glyco inh
(1) Cc1ccc(CCNC(=O)C2CCC(=O)N2CCc2ccccc2)cc1 (configuration not stated)
    -4	-1	0	-2.3	-2	15	99	-1	-4	0
(2) Cc1cc(C)n2c(SCC(=O)Nc3ncc(C(F)(F)F)cc3Cl)nnc2n1
    -6	2	0	0.3	2	-1	98	-6	11	3
(3) CN=C(Nc1cc(C)nn1-c1ccccc1)c1ccc(F)cc1
    -9	6	1	-0.3	1	-2	98	0	-1	1
(4) CCOc1ccc(-n2c(SCC(=O)Nc3nccs3)nc3c(c2=O)SCC3)cc1
    -7	3	1	-1.1	.	2	97	-3	15	-5
(5) CC(C)(C)c1ccc(OCc2ccc(C(=O)N/N=C/c3ccc(O)c(O)c3)cc2)cc1
    -19	2	-1	25*	-3	2	99	41	6	-5
(6) O=C(COC(=O)c1ccccc1-n1cnnn1)c1ccc(F)cc1
    -7	-5	-8	-0.5	2	-4	94	2	-2	-14
(7) C[C@@H]1NC(=O)/C(=C\c2ccccc2Br)NC1=O
    -5	1	-1	-1.2	-14	-1	99	1	2	1
(8) Cc1cccc(S(=O)(=O)NC(=O)C2(C)CCN2C(=O)CC2CCCCC2)c1 (configuration not stated)
    -13	-1	-3	2.1	3	?	97	16	22	2
(9) O=C(Nc1ncc2c(n1)-c1ccccc1OC2)c1ccccc1Cl
    -3	0	6	-0.6	11	0	93	6	-8	5
(10) CC1CCC(NC(=O)Cn2c(=O)oc3cc(S(=O)(=O)N4CCCC4)ccc32)CC1 (configuration not stated)
    -8	-1	-5	0.2	-12	3	104	-13	2	-4
(11) CC1CCCCC1NC(=S)Nc1cccc(S(=O)(=O)N(C)C)c1 (configuration not stated)
    6	4	-5	-2.2	2	-2	87	-9	1	0
(12) COc1cccc(CNCCc2c[nH]c3ccccc23)c1OCc1ccccc1F
    -16	-2	13	10*	-2	41	96	-15	3	-8
(13) CC(=O)N1c2ccccc2C(=O)C1N1CCCCC1 (configuration not stated)
    .	-1	-5	0.2	19	2	101	-4	2	3
(14) COCCN(CC(=O)Nc1cccc(C)c1C)C(=O)c1oc2c(Cl)cccc2c1C
    -5	4	-1	-0.2	-21	-7	94	5	1	-1
(15) CNc1nc(Sc2ccc(C)cc2)cc(C(F)(F)F)n1
    -6	5	0	0.8	4	-4	101	-11	-6	-1
(16) Cn1c(/C=C/c2ccc([N+](=O)[O-])o2)nc2ccccc2c1=O
    .	2	0	-1.7	4	7	367	-10	-8	-16
(17) O=c1c2ccccc2oc2cc(Br)ccc12
    -6	1	6	-1.3	5	-6	104	-6	-5	0
(18) CCCCNC(=O)c1ccc(S(=O)(=O)c2ccc(Cl)cc2)c(NC(C)=O)c1
    -7	2	-3	-0.3	2	2	100	3	16	-2
(19) CC(C)n1c(SCC(=O)Nc2nc3c(s2)CCCC3)nc2c1c(=O)n(C)c(=O)n2C
    -4	4	-10	0.1	-5	0	93	-5	-19	-2
(20) Cc1ccc(NC(=O)Cn2cnc3c(NCc4ccccc4)ncnc32)cc1C
    -5	0	3	-2.5	-11	1	95	-1	6	0
(21) CSc1nc(N(CCO)CCO)c2sc3nc(-c4ccco4)c4c(c3c2n1)CCC4
    0	6	22*	-2.2	9	-2	98	9	-3	-2
(22) CC(=O)N(CCC(c1ccccc1)c1ccco1)Cc1cccs1 (configuration not stated)
    -5	-3	12	0.8	-1	4	99	-2	16	0
(23) COc1ccccc1N1CCN(Cc2nc(-c3ccc(F)cc3)oc2C)CC1
    9	-8	0	-2.1	-6	2	98	-1	-1	1
(24) CCCc1nc2c(s1)CCc1onc(-c3cccc([N+](=O)[O-])c3)c1-2
    -11	-1	-2	2.6	0	5	100	2	4	0
(25) OCCNCCCCCOc1ccc(F)cc1
    -4	-5	5	1.2	4	2	99	4	12	0
(26) CCOC(=O)C1=c2s/c(=C\c3cccnc3)c(=O)n2C(N)=C(C(=O)OC)C1c1cccnc1 (configuration not stated)
    .	-1	-2	-1.5	-3	0	104	46	21	0
(27) CCCCn1nnc(NC(=S)NC(=O)c2ccc(OCC)c([N+](=O)[O-])c2)n1
    -5	7	-6	-4.3	0	3	99	-6	13	0
(28) O=C(CSc1ccc(/C=N/NC(=O)c2cccc(F)c2)o1)Nc1ccccc1
    .	2	-8	-0.9	-1	-2	93	-1	9	-1
(29) COc1cccc(/C=C/C(=O)OCC(=O)NCCCc2ccccc2)c1OC
    -4	1	1	0.9	-4	0	91	-5	-1	2
(30) COc1cc(-c2nc(-c3ccccc3)c(-c3cccs3)[nH]2)cc(OC)c1OC
    -8	-2	5	-1.4	-6	16	113	-4	17	57*

Pulled by structure from above:
Sequence of screens: CaV13 FRET inh	m5-HT2A agonist	ABHD5 PLIN5 PPI	MC4R barr agon	PDI turbidity	Granule exo inh	ABCB6 inh 2	Cardio protect	MC4R antagonist	N-glyco inh
(3) CN=C(Nc1cc(C)nn1-c1ccccc1)c1ccc(F)cc1
    -9	6	1	-0.3	1	-2	98	0	-1	1
(23) COc1ccccc1N1CCN(Cc2nc(-c3ccc(F)cc3)oc2C)CC1
    9	-8	0	-2.1	-6	2	98	-1	-1	1

Next section:
Sequence of screens: CaV13 FRET inh	m5-HT2A agonist	ABHD5 PLIN5 PPI	MC4R barr agon	PDI turbidity	Granule exo inh	ABCB6 inh 2	Cardio protect	MC4R antagonist	N-glyco inh
(31) CCOc1ccccc1NC(=O)CCS(=O)(=O)c1ccc2c(c1)CCN2C(C)=O
    -7	-2	-4	-2.7	9	4	97	-3	1	3
(32) O=C1CN(C(=O)c2ccc(F)cc2)c2ccccc2N1
    -2	-4	1	-0.5	11	-3	103	-2	-4	1
(33) CCCCCCCNc1cccc(C)c1
    -5	-2	-10	-0.1	-4	-1	101	-8	3	2
(34) CC(C)CCn1c(=O)c2ccccc2n2c(=S)[nH]nc12
    -3	0	-6	-0.6	-2	-19	99	7	13	0
(35) CCCN1CCC(=O)N(CCSc2ccc(OC)cc2)CC1
    -12	-5	-15	-0.7	2	-3	101	8	-1	17
(36) N#CC1=C(Nc2ccccc2)SC=C(c2ccc(Cl)c(Cl)c2)N=C1N1CCOCC1
    -2	-2	5	-1.5	8	-1	98	0	-8	-1
(37) CN(CC(=O)Nc1ccccc1Br)C(=O)CNC(=O)c1cccs1
    -4	2	-2	-0.7	-24	-4	92	4	3	0
(38) CCS(=O)(=O)Nc1ccc(C(=O)CC2(O)C(=O)Nc3ccc(Br)cc32)cc1 (configuration not stated)
    -5	4	7	0.9	-4	1	104	-5	2	0
(39) CCOc1ccc(NS(=O)(=O)c2cc(C(=O)NCCN3CCOCC3)ccc2C)cc1
    -6	4	5	-2.0	5	-5	96	-1	4	3
(40) Cc1nc(N)sc1C(=O)NN
    -4	-3	2	0.6	9	-9	88	0	3	0
(41) NS(=O)(=O)c1cccc(NC(=O)c2cc(=O)c3ccccc3o2)c1
    -5	5	-2	-2.0	-53	-12	98	18	6	4
(42) CCN(c1ccccc1)S(=O)(=O)c1ccc(OC)c(NC(=O)CNC)c1
    -5	-8	3	-0.1	0	9	106	2	1	2
(43) CCOC(=O)C1CCN(C(=O)Nc2ccccc2Cl)CC1
    -4	15*	1	-1.5	6	2	93	1	0	4
(44) COc1ccc(NC(=O)CSCC(=O)Nc2nnc(C)s2)cc1
    -3	0	-6	1.6	4	1	99	-5	-6	4
(45) Cc1cccc(NC(=O)CSc2nnc(-c3ccncc3)n2CC2CCCO2)c1 (configuration not stated)
    -7	-1	-5	0.5	3	-3	98	2	5	3
(46) COc1ccccc1-c1cc(NC=O)c2ncc(-c3ccc(F)cc3)n2c1
    -5	-5	-10	18*	-7	39	100	1	14	5
(47) CCC(CC)C(=O)N1CCN(c2ccccc2)CC1
    6	2	-2	-1.8	-6	-3	97	-4	1	1
(48) CCO[C@@H]1OC(C(=O)O)=C[C@H](c2coc3ccccc3c2=O)[C@H]1CCCO
    -10	3	-4	0.4	2	5	89	3	-1	1
(49) C=CCc1ccccc1OCC(O)CN1C(=O)c2ccccc2C1=O (configuration not stated)
    -20	-1	-6	0.2	2	-5	101	4	6	2
(50) CCOc1cccc(C(=O)Nc2cccc(C(=O)NC(C)(C)C)c2)c1
    -15	2	0	-1.2	-5	-4	101	-2	11	1
(51) CNCCCOc1cc(C)cc(C)c1C
    26	-3	4	1.4	6	3	90	0	5	4
(52) COCCCNC(=O)CCCn1c(=O)c2ccccc2n(CC(=O)Nc2c(C)cccc2C)c1=O
    0	0	-10	-1.3	-11	13	101	9	10	-1
(53) CCc1ccc(CC)c(S(=O)(=O)Nc2ccc(C(=O)O)c(O)c2)c1
    .	-1	2	-2.6	6	18	107	-12	-2	2
(54) CCOc1cc(/C=N/NC(=O)COc2ccc(Cl)cc2)ccc1OS(=O)(=O)c1ccccc1
    .	-8	-2	2.0	2	-2	94	4	0	-4
(55) O=c1oc2c(CN3CCOCC3)c(O)ccc2c2c1CCCC2
    .	-5	4	0.9	3	-4	96	3	6	0
(56) O=C(NCCN1CCOCC1)c1ccc(CS(=O)(=O)c2ccc(Cl)cc2)o1
    .	-5	1	-2.0	-2	-4	100	0	-3	0
(57) OC(CNCCc1ccccc1)c1ccccc1 (configuration not stated)
    -11	-3	6	-0.2	11	2	105	8	-11	2

Grouped by structure: the compounds so far with a Cl atom
Sequence of screens: CaV13 FRET inh	m5-HT2A agonist	ABHD5 PLIN5 PPI	MC4R barr agon	PDI turbidity	Granule exo inh	ABCB6 inh 2	Cardio protect	MC4R antagonist	N-glyco inh
(2) Cc1cc(C)n2c(SCC(=O)Nc3ncc(C(F)(F)F)cc3Cl)nnc2n1
    -6	2	0	0.3	2	-1	98	-6	11	3
(9) O=C(Nc1ncc2c(n1)-c1ccccc1OC2)c1ccccc1Cl
    -3	0	6	-0.6	11	0	93	6	-8	5
(14) COCCN(CC(=O)Nc1cccc(C)c1C)C(=O)c1oc2c(Cl)cccc2c1C
    -5	4	-1	-0.2	-21	-7	94	5	1	-1
(18) CCCCNC(=O)c1ccc(S(=O)(=O)c2ccc(Cl)cc2)c(NC(C)=O)c1
    -7	2	-3	-0.3	2	2	100	3	16	-2
(36) N#CC1=C(Nc2ccccc2)SC=C(c2ccc(Cl)c(Cl)c2)N=C1N1CCOCC1
    -2	-2	5	-1.5	8	-1	98	0	-8	-1
(43) CCOC(=O)C1CCN(C(=O)Nc2ccccc2Cl)CC1
    -4	15*	1	-1.5	6	2	93	1	0	4
(54) CCOc1cc(/C=N/NC(=O)COc2ccc(Cl)cc2)ccc1OS(=O)(=O)c1ccccc1
    .	-8	-2	2.0	2	-2	94	4	0	-4
(56) O=C(NCCN1CCOCC1)c1ccc(CS(=O)(=O)c2ccc(Cl)cc2)o1
    .	-5	1	-2.0	-2	-4	100	0	-3	0
